BioA inh: BioA (M. tuberculosis) enzyme inhibition; purified M. tuberculosis BioA enzyme, plate reader; inhibition, % at 9.99 µM; hit rate 0.096% among 360,000; in the data active = inhibition above about 40%
MazEF act: activators of E. coli MazEF toxin-antitoxin RNase; hit rate 0.32% among 350,000; FAM/BHQ RNA-DNA oligo cleavage fluorescence, 5 h; P0AE70; activation, % at 20 µM; in the data active = activation above about 50%
Target sequence (P0AE70 whole entry, looked up): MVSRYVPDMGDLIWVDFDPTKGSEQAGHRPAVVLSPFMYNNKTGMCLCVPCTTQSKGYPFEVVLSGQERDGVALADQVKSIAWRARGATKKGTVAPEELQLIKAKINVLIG
FBA Mtb inh: Mtb fructose-bisphosphate aldolase inhibition | P9WQA3 | purified M. tuberculosis FBA, fluorescence read-out | hit rate 2.3% among 360,000 | AID 588726 | inhibition, % at 1 µM; in the data active = inhibition above about 27%;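 also: 0% = vehicle and 100% = reference inhibitor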
Vc quorum ag: quorum light induction in luxS cqsA deficient V. cholerae. V. cholerae BH1578 lux reporter, luminescence, 6 h. activation, % at 18.7 µM. hit rate 0.16% among 350,000; in the data active = activation mostly above about 9.7%, no sharp cut-off; also: not every result past the cut was called active; inactives centre near 0; reference of the scale not given here
Rv3671c protease: Rv3671c (M. tuberculosis) protease inhibition. P9WHR9. inhibition, % at 5.96 µM. hit rate 0.048% among 320,000; in the data active = inhibition above about 38%;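 also: extracellular domain of Rv3671c used as enzyme; 0% = enzyme with DMSO and 100% = no enzyme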
Target sequence (P9WHR9 whole entry, looked up, the tested form may be a part): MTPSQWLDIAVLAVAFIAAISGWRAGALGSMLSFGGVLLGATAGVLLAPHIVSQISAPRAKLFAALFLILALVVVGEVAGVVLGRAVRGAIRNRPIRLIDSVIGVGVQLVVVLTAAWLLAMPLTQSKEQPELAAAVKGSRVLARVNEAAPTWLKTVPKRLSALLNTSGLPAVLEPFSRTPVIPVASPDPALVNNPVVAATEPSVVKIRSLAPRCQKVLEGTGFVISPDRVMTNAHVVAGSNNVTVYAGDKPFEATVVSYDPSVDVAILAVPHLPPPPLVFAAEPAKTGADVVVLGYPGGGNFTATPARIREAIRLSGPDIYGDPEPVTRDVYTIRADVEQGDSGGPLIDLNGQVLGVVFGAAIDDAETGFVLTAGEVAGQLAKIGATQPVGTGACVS
SARS 3CLpro inh: SARS-CoV 3CLpro protease inhibition. P0C6X7. recombinant SARS-CoV 3CLpro, quenched FRET peptide cleavage. inhibition, % at 6 µM. hit rate 0.14% among 290,000; in the data active = inhibition above about 12%
PriA SSB inh: inhibitors of Klebsiella pneumoniae PriA binding to SSB C-terminal tail; AlphaScreen SSBct-PriA binding, biotinylated peptide; inhibition, % at 33 µM; hit rate 0.6% among 430,000; AID 1272365; in the data active = inhibition mostly above about 37%, no sharp cut-off; inactive = mostly below about 20%;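 also: plate controls were negative control peptide for no effect and reference peptide for full effect; strong numbers were not always called active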
VHR inh abs: DUSP3 (human) phosphatase inhibition | AID 1654 | hit rate 0.52% among 290,000 | P51452 | inhibition, % at 13.3 µM | recombinant VHR phosphatase, pNPP absorbance; in the data active = inhibition above about 50%; also: some compounds called inactive have numbers as strong as hits
Target sequence (P51452 whole entry, looked up): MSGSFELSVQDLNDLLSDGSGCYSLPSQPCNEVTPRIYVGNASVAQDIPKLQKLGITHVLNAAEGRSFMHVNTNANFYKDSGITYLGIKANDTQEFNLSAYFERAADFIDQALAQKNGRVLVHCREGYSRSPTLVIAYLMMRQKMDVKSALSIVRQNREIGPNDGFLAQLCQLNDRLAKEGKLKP
Mtb UGM inh: blocks M. tuberculosis UGM enzyme; P9WIQ1; purified UGM, fluorescence polarization probe displacement; inhibition, % at 10 µM; hit rate 0.06% among 320,000; in the data active = inhibition above about 10%, passing the limit was not always enough
GDH-TPI counter: inhibits GDH-TPI coupling enzymes, artifact for Mtb FBA screen. GDH-TPI coupled enzyme counterscreen, NADH absorbance. inhibition, % at 4.8 µM. hit rate 1.2% among 360,000. AID 588335; in the data active = inhibition above about 30%;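 also: 0% = DMSO wells and 100% = wells lacking the enzyme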
* = called active by the depositor; i = inactive; · = not tested or not shown; & = joins results of further samples. An excerpt; rates above refer to the full screens.

structure	Vc quorum ag	FBA Mtb inh	GDH-TPI counter	BioA inh	MazEF act	Mtb UGM inh	Rv3671c protease	PriA SSB inh	VHR inh abs	SARS 3CLpro inh
S=C(NCc1ccccc1)Nc1ccc(Oc2ccccc2)cc1	-0.4	1	-5	-0.7	10	0.7	-6	-5	-2	1
COc1ccc(OC)c(NC(=O)C2C3C=CC(C3)C2C(=O)NCc2cccnc2)c1 (configuration not stated)	i	2	-3	·	8	1.1	6	-7	12	2
COc1ccc(-c2csc(C(C)(O)c3ccc(OC)cc3)n2)cc1 (configuration not stated)	i	0	9	-0.1	·	·	·	·	·	·
COC(=O)C(Cc1ccccc1)NC(=O)c1cc(S(=O)(=O)N(C)C)ccc1Cl (configuration not stated)	2.8	-4	5	·	2	2.4	-6	-9	5	2
Cc1ccc(C(=O)COC(=O)CN2C(=O)C3C4C=CC(C4)C3C2=O)cc1C (configuration not stated)	0.4	-1	0	1.1	0	-2.8	-10	-5	-4	-2
CC(C)COC(=S)Nc1ccccc1	-0.7	-1	-10	-0.7	7	0.5	0	-27	0	-2
CC(C)c1ccccc1-n1c(SCC(=O)N2CCc3ccccc3C2)nc2ccccc2c1=O	i	-1	2	-2.6	-5	1.4	-14	10	6	4
Cc1cccc(CCN=c2c([N+](=O)[O-])nn(-c3ccccc3)n2O)c1	-0.3	-3	15	-1.6	8	-0.8	2	40*	16	-6
Cc1ccccc1NC(=O)Nc1nc2ccc(S(C)(=O)=O)cc2s1	i	1	1	1.8	-10	-1.3	-21	-5	5	0
CC1CCCC(NC(=O)CN(C)S(=O)(=O)c2cnc[nH]2)C1C (configuration not stated)	0.4	-1	-2	·	9	-0.1	5	-5	30	-4
CC1CC(C)CN(C(=O)COC(=O)c2cncc(Br)c2)C1 (configuration not stated)	-0.8	0	6	-2.6	-6	-1.3	-3	14	·	·
Cc1ccc(C(=O)c2sc3c(c2N)c(=O)[nH]c(=O)n3CCc2ccccc2)cc1	-0.3	1	12	·	-49	1.7	-15	4	-8	4
CCCCCC(=O)NN1C(=S)N(c2ccc(OC)cc2)C(=O)C1CC(=O)Nc1ccccc1 (configuration not stated)	0.3	1	1	-1.6	4	-1.8	0	-2	18	-1
C1CC2NCCC3NCCC(N1)N32 (configuration not stated)	-1.0	0	2	-0.8	-1	1.1	4	-17	34	-2
COc1ccc(NC(=O)[C@@H](NC(=O)N2C[C@H]3C[C@@H](C2)c2cccc(=O)n2C3)C(C)C)cc1	-0.5	0	6	-0.6	4	0.5	-1	·	37	3
CC(C)c1cc(C(=O)Nc2sc3c(c2C#N)CCC3)no1	-0.3	-2	11	·	-2	2.3	-5	-10	34	6
CC1CN(C(=O)c2ccc(NS(=O)(=O)c3ccc(F)c(F)c3)cc2)CC(C)O1 (configuration not stated)	2.9	0	-14	-1.2	-4	-2.6	7	-3	·	·
Cc1cc(C(=O)N/N=C/c2c(CO)cnc(C)c2O)c2ccccc2n1	i	-3	10	-1.7	-7	1.9	4	·	-2	4
O=C1CC(Nc2ccc(N3CCOCC3)cc2)C(=O)N1Cc1ccccc1 (configuration not stated)	0.0	-4	1	·	-2	1.0	-13	40	1	4
CN1CCN(c2nc(-c3ccccc3)c3cc(Cl)ccc3n2)CC1	-1.9	1	0	-0.9	0	6.9	-1	-21	18	2
CCN(C(N)=S)c1ccccc1	i	5	7	-1.6	0	-1.7	-3	-3	10	2
Cn1c(CN2CCN(C(=O)c3ccco3)CC2)nc2cc([N+](=O)[O-])ccc21	-0.4	2	15	6.2	6	-3.1	-7	8	19	-4
CCCN(CC(=O)Nc1ccccc1C)C(=O)/C=C/c1cccs1	-0.2	-1	26	-0.9	-2	·	0	-1	4	-3
CCCSc1nnc(NC(=O)CSc2sc3c(O)cc(=O)[nH]c3c2C#N)s1	-0.1	93*	-3	-1.4	-9	0.8	-10	4	25	-6
Clc1ccc(-n2cccc2)cn1	-0.4	0	0	-1.3	9	0.5	6	-1	9	4
COc1cc(NC(=O)c2ccc(Cl)cc2)c(OC)cc1Cl	-0.4	2	12	-1.0	6	-1.6	-7	-23	-4	-4
CCOC(=O)/C(C#N)=C\C1=C(N2CCOCC2)CC(C)(C)OC1	0.9	-2	0	·	11	2.3	0	-2	12	5
CNC(=O)COc1ccc(C=O)cc1OC	-2.6	5	-11	·	1	·	-5	-15	-7	0
Cc1c(C(=O)N2CCCC2)c(S(=O)(=O)Nc2ccccc2Cl)c(C)n1C	i	0	-3	-1.1	9	-2.2	-1	5	-17	2
O=C(C1CCCN(Cc2ccccc2[N+](=O)[O-])C1)N1CCCC1 (configuration not stated)	-0.9	4	1	-0.1	0	-0.7	·	-15	-28	-3
CC1(/[N+]([O-])=C/c2cccc(Cl)c2)CCCCC1=O (configuration not stated)	-0.7	-2	-6	·	9	-0.5	-1	-5	0	1
COc1ccc(OCC(=O)C2CC2)c(C#N)c1	-2.0	3	12	·	-3	4.7	2	-11	1	-2
N/C(=N\OC(=O)Nc1ccccc1)c1ccno1	-0.7	0	5	-1.2	5	-0.9	2	·	6	-2
C[C@H](CO)N1C[C@H](C)[C@@H](CN(C)Cc2ccncc2)Oc2c(NC(=O)C3CC3)cccc2C1=O	i	-2	9	-0.2&-1.4	6	-1.3	4	8	·	·
O=C(COc1ccc2c(-c3ccccc3)cc(=O)oc2c1)NCc1cccs1	0.6	1	7	-0.8	-39	-2.9	11	-26	1	2
CC(C)Cn1c(-c2ccc(Br)o2)n[nH]c1=S	-0.4	1	-1	·	-3	0.3	0	-3	-8	-5
Cc1cc(C)c(/C([O-])=C(/C(=S)Nc2ccc(SC(F)F)cc2)[n+]2ccccc2)cc1C	-0.2	-3	1	-1.2	9	-2.6	-11	·	9	6
CN(C)CCCN(C(=O)c1ccco1)c1nc2ccc(F)cc2s1	i	0	-5	·	2	-0.7	-1	-6	6	-1
CCC(=O)c1cc2c(C)cc(=O)oc2c(C)c1OC(C)=O	-0.6	9	1	·	13	-0.4	6	-9	-5	3
CCN1Cc2c(/C=C/c3ccccc3)nc3ccc(OC)cc3c2N(c2cccc(Cl)c2)C1	-2.2	4	16	·	-16	4.2	-44	-10	3	1
OCCN1c2ccccc2CCc2ccccc21	i	1	9	2.0	0	4.0	-9	-6	·	·
Cc1ccc(C(=O)NC2CC(C)(C)NC(C)(C)C2)cc1Cl	-0.3	-1	8	2.6	8	-3.4	-11	12	-9	7
COc1ccc(OC)c(C(c2nnnn2Cc2ccccc2)N2CCC(C(N)=O)CC2)c1 (configuration not stated)	i	-6	-5	1.1	-3	0.2	-2	1	-15	3
CCn1c(CCNC(=O)c2ccccc2Cl)n[nH]c1=S	i	1	-4	-0.9	6	-1.1	-2	-29	7	-3
Cc1ccc(SCC(=O)NC(=O)NCc2ccco2)c(C)c1	i	1	-12	-1.1	1	0.6	1	-10	24	-3
COc1ccc(NC(=O)CSCC(=O)Nc2nnc(C)s2)cc1	i	6	-3	·	0	-2.8	5	1	·	·
Cc1cc(OCC(=O)OCC(=O)NC2CCS(=O)(=O)C2)ccc1Cl (configuration not stated)	i	0	-9	-0.5	0	·	·	·	·	·
CCOc1ccc(CCNC(=O)COC(=O)Cn2cnc3ccccc3c2=O)cc1OCC	i	0	-12	-0.8	3	1.2	-11	4	2	6
O=[N+]([O-])c1ccc(N2CCN(S(=O)(=O)c3ccccc3)CC2)c2cccnc12	0.4	-5	-5	·	6	-1.9	2	-5	14	7
COc1cccc(N2CCN(S(=O)(=O)c3ccc4c(c3)N(C(C)=O)CCO4)CC2)c1	i	6	10	-2.7	4	-0.2	-6	-6	25	3
COc1ccc(C)cc1S(=O)(=O)N1CCCC(C(=O)N2CCN(c3ccccc3F)CC2)C1 (configuration not stated)	i	1	-3	0.0	-3	0.8	-2	-1	19	4
Cc1c(NC(=O)c2cnc(Cl)c(Cl)c2)c(=O)n(-c2ccccc2)n1C	-0.1	1	3	·	2	1.4	8	-4	44	-1
COc1ccc(CN2CC(C(=O)NCCc3ccccc3)CC2=O)cc1 (configuration not stated)	-0.4	-1	-4	0.3	0	-0.7	-1	-20	3	-1
COc1cc2sc(-c3ccccc3OC)c(-c3ccc(OCCN4CCCCC4)cc3)c2cc1OC	-1.2	1	11	0.9	5	-0.7	4	46*	·	·
CCOC(=O)N1CCN(c2c(N3CCc4ccccc43)c(=O)c2=O)CC1	·	0	51*	0.1	6	1.7	-7	-17	-12	0
Cc1ccc(NS(=O)(=O)c2cccc(C(=O)N(C)Cc3cccs3)c2)cc1	-1.2	1	3	0.7	1	3.2	-5	1	·	·

(cont.)
structure	Vc quorum ag	FBA Mtb inh	GDH-TPI counter	BioA inh	MazEF act	Mtb UGM inh	Rv3671c protease	PriA SSB inh	VHR inh abs	SARS 3CLpro inh
O=C(CCC(=O)Nc1ccccc1)NCCO	-17	0	-5	-2.0	10	-1.0	8	-18	18	-5
O=C(NNC(=S)NCc1ccccc1)c1ccc(Br)o1	1.1	2	0	·	-13	0.7	-2	-10	6	-2
Cc1cc(C)cc(N(CC(=O)N2CCN(Cc3ccccc3)CC2)S(=O)(=O)c2c(C)noc2C)c1	-0.5	1	-4	-0.9	9	-0.6	-4	-3	13	-4
CCOC(=O)c1ccccc1NC(=O)CN1CCC(n2nnc3cc(C(F)(F)F)ccc32)CC1	-0.5	-3	2	-1.4	-2	1.2	2	-2	11	0
C[C@H](CO)N1C[C@H](C)[C@@H](CN(C)S(=O)(=O)c2cccs2)Oc2ccc(NC(=O)Nc3ccc(C(F)(F)F)cc3)cc2C1=O	i	0	5	-0.2&-1.7	1	-0.5	-239	-20	·	·

Compound activity deposited in PubChem by several laboratories.
